# PME-1 inh – blocks human protein phosphatase methylesterase 1; recombinant PME-1, FP-Rh probe fluorescence polarization; inhibition, % at 5.9 µM; hit rate 0.53% among 320,000; AID 2130;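 active = inhibition above the campaign mean of all compounds plus 3 SD, cut at about 26% in these data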;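 also: competitive labeling of PME-1 active site by serine hydrolase directed probe; 0% = PME-1 with DMSO and 100% = wells lacking PME-1 enzyme; inhibitors block probe labeling so polarization falls and inhibition rises; many of its hits are not listed in these tables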
# PAFAH1B2 FP inh – PAFAH1B2 (human) inhibition; recombinant PAFAH1B2, FP-rhodamine activity probe, fluorescence polarization; inhibition, % at 3.39 µM; hit rate 1.2% among 340,000;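 active = inhibition above the mean of all tested compounds plus 3 SD, cut at about 24% in these data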;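 also: 0% = enzyme with DMSO and 100% = wells lacking PAFAH1B2; many of its hits are not listed in these tables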
# PAFAH2 inh – PAFAH2 (human) inhibition; inhibition, % at 3.39 µM; AID 492956; hit rate 0.99% among 340,000; recombinant PAFAH2, FP-rhodamine activity probe, fluorescence polarization; Q99487;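 active = inhibition above the mean over all tested compounds plus 3 SD, cut at about 30% in these data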;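 also: inhibitors block probe labeling of enzyme so polarization drops; 0% = enzyme with DMSO and 100% = wells lacking PAFAH2 protein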
# GSTO1 inh – GSTO1 inhibition, counter-screen for RBBP9 inhibitors. hit rate 1.1% among 300,000. AID 1974. recombinant GSTO1, activity-based probe fluorescence polarization. inhibition, % at 5.96 µM;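 active = inhibition above the campaign mean inhibition plus 3 SD, cut at about 35% in these data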;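 also: 0% = GSTO1-1 with DMSO and 100% = wells lacking GSTO1-1 enzyme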
# Target sequence (P78417 whole entry, looked up): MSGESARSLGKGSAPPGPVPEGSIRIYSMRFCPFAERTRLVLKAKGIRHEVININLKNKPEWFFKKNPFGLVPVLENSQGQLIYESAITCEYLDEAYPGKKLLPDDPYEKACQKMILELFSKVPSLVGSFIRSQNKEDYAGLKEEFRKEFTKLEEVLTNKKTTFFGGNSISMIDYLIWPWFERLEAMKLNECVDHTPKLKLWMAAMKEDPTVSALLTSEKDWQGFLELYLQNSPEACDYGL
# Fam108B inh – Fam108B inhibition, counter-screen for RBBP9 inhibitors; hit rate 0.33% among 300,000; inhibition, % at 9.51 µM; recombinant Fam108B, FP-Rh probe fluorescence polarization;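 active = inhibition above the screen mean inhibition plus 3 SD, computed separately per campaign, cut at about 18% in these data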;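 also: inhibitors lower polarization as less probe binds the enzyme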
# PAFAH1B3 FP inh – PAFAH1B3 (human) inhibition; Q15102; AID 492972; recombinant PAFAH1B3, FP-rhodamine probe, fluorescence polarization; hit rate 0.28% among 340,000; inhibition, % at 3.39 µM;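 active = inhibition above the screen-wide average of all tested compounds plus 3 SD, cut at about 25% in these data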;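 also: 0% = enzyme with DMSO only and 100% = wells lacking PAFAH1B3 protein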
# Target sequence (Q15102 whole entry, looked up): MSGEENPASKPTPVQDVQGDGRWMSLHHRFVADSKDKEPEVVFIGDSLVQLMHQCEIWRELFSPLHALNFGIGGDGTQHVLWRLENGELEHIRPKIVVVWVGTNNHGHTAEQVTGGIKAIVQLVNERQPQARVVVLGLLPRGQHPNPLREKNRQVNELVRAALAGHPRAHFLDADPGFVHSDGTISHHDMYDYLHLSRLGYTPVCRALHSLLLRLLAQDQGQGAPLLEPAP
# LYPLA1 inh – LYPLA1 (human) inhibition in PME1 counter-screen; O75608; recombinant LYPLA1, FP-Rh probe fluorescence polarization; hit rate 0.16% among 320,000; inhibition, % at 5.9 µM;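 active = inhibition above the mean of all tested compounds plus 3 SD, set per campaign, cut at about 14% in these data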;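 also: inhibitors block serine hydrolase probe labeling of LYPLA1 so polarization falls; 0% = enzyme with DMSO and 100% = wells lacking LYPLA1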
# PAD4 FP inh – PAD4 (human) enzyme inhibition. Q9UM07. recombinant PAD4, RCA probe fluorescence polarization. inhibition, % at 6.36 µM. hit rate 0.41% among 330,000. AID 485272;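 active = percent inhibition above a cutoff equal to the mean of all tested compounds plus 3 SD, cut at about 15% in these data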;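 also: 0% = PAD4 with RCA probe and DMSO and 100% = probe without PAD4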
# pPAFAH FP inh – pPAFAH (human) enzyme inhibition | Q13093 | inhibition, % at 3.39 µM | AID 463082 | recombinant pPAFAH, FP-rhodamine probe fluorescence polarization | hit rate 1.5% among 330,000;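 active = inhibition above the mean inhibition across the screen plus 3 SD, cut at about 25% in these data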;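 also: inhibitors block binding of the rhodamine activity-based probe so polarization drops; 0% = enzyme with DMSO and 100% = wells lacking pPAFAH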
# Target sequence (Q13093 whole entry, looked up): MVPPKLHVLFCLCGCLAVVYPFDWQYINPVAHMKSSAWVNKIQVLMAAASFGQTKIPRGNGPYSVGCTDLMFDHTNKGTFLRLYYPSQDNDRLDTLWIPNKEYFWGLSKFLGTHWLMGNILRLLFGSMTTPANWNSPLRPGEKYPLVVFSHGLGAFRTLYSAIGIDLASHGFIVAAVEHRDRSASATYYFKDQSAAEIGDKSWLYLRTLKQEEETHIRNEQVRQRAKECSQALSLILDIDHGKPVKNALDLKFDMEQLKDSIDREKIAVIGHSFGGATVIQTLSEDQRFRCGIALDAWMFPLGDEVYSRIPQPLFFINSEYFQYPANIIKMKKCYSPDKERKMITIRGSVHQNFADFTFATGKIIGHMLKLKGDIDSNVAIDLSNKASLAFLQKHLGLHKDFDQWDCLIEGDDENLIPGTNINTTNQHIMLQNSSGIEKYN
# The depositor's hits bear a star; x = no result given. Only part of the results is shown; count on the stated rates, not on these rows.
canonical_smiles	PME-1 inh	PAFAH1B2 FP inh	PAFAH2 inh	GSTO1 inh	Fam108B inh	PAFAH1B3 FP inh	LYPLA1 inh	PAD4 FP inh	pPAFAH FP inh
Cc1ccc(S(=O)(=O)NCc2ccc(C(=O)N3CCN(c4ccccn4)CC3)cc2)cc1	-0.2	-5.3	0.4	0.5	-1.8	-5.8	-2.8	-0.8	9.0
O=C(O)COc1ccc2c3c(c(=O)oc2c1)CCCC3	0.2	4.2	5.0	3.1	3.5	7.6	2.2	-0.7	-4.1
Cc1nnc(SCC(=O)N2CCN(S(=O)(=O)c3ccccc3)CC2)n1Cc1ccccc1	0.3	7.6	-6.5	0.4	-5.5	-3.8	2.5	-4.1	-1.2
Cc1cccc(N(C(=O)Cn2nnc(-c3ccc(F)cc3)n2)C(C(=O)NC(C)(C)C)c2ccncc2)c1 (stereo not drawn)	1.8	3.3	-4.5	8.7	-2.7	6.8	-7.1	-0.5	-1.9
COc1ccc(-c2nc(-c3cccs3)c(-c3cccs3)[nH]2)cc1OC	13.2	0.6	6.3	2.8	9.6	4.6	-2.6	0.6	11.3
CC(=O)NC(Cc1ccc(C)cc1)C(=O)NC1CCN(S(=O)(=O)c2ccccc2)CC1 (stereo not drawn)	-0.3	3.6	-9.4	5.5	-4.0	5.7	2.4	3.8	1.9
CN(C(=O)c1ccccc1NC(=O)C(F)(F)F)c1ccccc1	-1.2	7.8	0.7	2.3	-0.2	7.9	0.2	-2.0	-1.6
COc1ccccc1N1CCN(C(=O)COc2ccc(S(=O)(=O)NC(C)C)cc2)CC1	3.1	-4.1	0.3	-3.2	1.5	-4.9	5.7	-8.0	4.7
CC(=O)Oc1ccc2ccc(=O)oc2c1	-3.4	4.9	1.2	-4.3	-1.6	3.2	-4.5	0.9	-4.3
Cc1ccc(CC(CC(=O)Nc2cccc(C(F)(F)F)c2)C(=O)O)cc1 (stereo not drawn)	-5.4	9.6	-4.5	9.2	2.4	2.3	-3.7	1.2	0.5
O=C(C[n+]1ccccc1)c1ccc(NC(=O)c2ccccc2)cc1	-0.6	-0.3	-3.4	5.1	9.3	7.5	-1.0	-4.4	-1.4
CCN1c2ccccc2S(=O)(=O)c2ccccc21	4.1	3.3	10.7	-5.2	8.0	12.8	-2.1	-1.7	4.7
CCn1c(Cc2c(C)[nH]c3ccccc23)nnc1SCC(N)=O	-5.3	3.3	2.2	0.1	-0.9	2.7	3.5	-10.8	-2.4
O=C(NC1CCCCC1)C1CCCN(c2nnnn2-c2ccccc2)C1 (stereo not drawn)	-0.8	-0.2	-6.1	-2.0	2.3	0.9	1.8	0.2	2.2
CC(Oc1ccc(Cl)cc1Cl)C(=O)Nc1ccc(N2CCN(C)CC2)cc1 (stereo not drawn)	-4.2	2.5	2.8	-0.8	1.8	-4.7	6.5	-2.9	10.2
O=C(C(=O)N1CCN(Cc2ccc3c(c2)OCO3)CC1)c1c[nH]c2ccccc12	8.7	0.9	-0.2	-2.2	-5.3	0.1	1.3	0.2	1.9
COc1ccc(S(=O)(=O)Nc2ccccc2OC)cc1NC(=O)CC1CC2CCC1C2 (stereo not drawn)	15.8	21.5	3.5	-13.6	-9.2	-1.1	-7.6	0.7	3.0
CC(C(=O)NCCN1C(=O)S/C(=C\c2cccnc2)C1=O)N1C(=O)c2ccccc2C1=O (stereo not drawn)	0.5	0.7	8.6	6.3	6.1	-2.1	-3.2	-8.2	-2.0
COCCNC(=O)CCCCCn1c(=S)[nH]c2ccccc2c1=O	1.9	5.7	1.7	10.9	0.9	2.4	-0.8	-3.3	2.7
COc1ccccc1NC(=S)N(Cc1ccco1)Cc1cc2cccc(C)c2[nH]c1=O	-2.2	0.7	3.3	3.5	-1.0	0.5	2.1	-2.3	-2.9
CCCn1c2ccccc2c2nnc(SC(CC)C(=O)Nc3cc(C)on3)nc21 (stereo not drawn)	-1.2	13.1	5.0	4.6	-1.7	5.0	-2.3	-2.2	-0.5
CCSC1=C(C#N)C(c2cccc(Br)c2)CC(=O)N1 (stereo not drawn)	5.7	4.5	4.2	-2.5	0.9	0.6	0.0	-0.6	5.1
Cc1ccc(NC(=O)N2CCC(C(=O)NCc3ccccc3)CC2)cc1	-2.1	-2.7	-8.1	1.4	4.5	3.1	1.5	-0.3	-1.2
CCCCCCC1CC(CC(=O)Nc2ccc([N+](=O)[O-])cc2)C(=O)O1 (stereo not drawn)	4.7	-6.8	1.3	-3.5	-4.7	-2.1	1.0	-3.9	14.9
Cc1ccc(C)c(S(=O)(=O)N(C(=O)c2ccncc2)c2ccc(OC(=O)c3ccncc3)cc2)c1	3.3	0.7	5.8	5.3	-0.8	6.3	7.8	0.3	1.9
Cc1cccc(C)c1NC(=O)C(c1cccc([N+](=O)[O-])c1)N(C)C(=O)c1ccccn1 (stereo not drawn)	-1.5	2.6	-0.7	-1.6	5.1	1.8	0.3	-0.5	4.6
Cc1cc(NC(=O)CCC(=O)N(Cc2ccco2)C(C(=O)NC2CCCC2)c2ccc(F)cc2)no1 (stereo not drawn)	-6.1	1.0	-4.1	7.3	4.1	2.2	-3.0	-2.7	-6.2
CCN1C(=O)C2(C(C#N)=C(N)Oc3n[nH]c(-c4ccc(Cl)cc4)c32)c2ccccc21 (stereo not drawn)	-11.0	2.0	0.7	5.8	0.0	4.3	-4.0	0.4	-7.2
Cc1cc(NC(=O)CSCC(=O)N(C)Cc2ccc(F)cc2)no1	-5.2	-0.5	-1.0	1.8	-0.1	6.8	3.3	-2.7	3.0
CCOC(=O)C1CCN(c2c(NCc3ccc(C(=O)NC(C)CC)cc3)c(=O)c2=O)CC1 (stereo not drawn)	0.6	1.3	-6.6	10.0	-1.0	4.8	1.9	4.2	4.6
COc1ccc(OC)c(/C=N/NC(=O)CNC(=O)c2ccc(S(=O)(=O)N3CCCC3)cc2)c1	-10.0	4.3	-4.3	6.9	-1.8	0.9	-2.6	-13.2	-7.5
CC(C(=O)NCCSCc1cccc(Cl)c1)N(c1ccccc1)S(C)(=O)=O (stereo not drawn)	-0.8	3.3	-2.9	5.6	7.9	3.5	-2.3	-1.8	6.6
N=C1C(=O)OCC1c1ccccc1NC(=O)CN1CCOCC1 (stereo not drawn)	-0.6	2.9	0.5	4.4	-0.6	7.2	-2.3	-4.2	-0.3
CC(C)(O[C@@H]1O[C@H](CO)[C@@H](O)[C@H](O)[C@H]1O)[C@H]1Cc2cc3ccc(=O)oc3cc2O1	0.2	-1.4	-4.8	9.7	1.9	-3.4	0.8	-1.0	1.6
O=C(Cn1nc(C(F)(F)F)c2c1CCC2)NCc1ccc(Cl)cc1	-0.2	4.6	-2.4	0.1	-4.8	-1.6	1.0	1.8	-1.0
O/N=C/c1nc2cc(Cl)ccc2o1	-0.4	7.3	-1.6	-6.8	-3.8	6.4	0.9	-2.1	-2.9
Cc1ccc(N2CC(C(=O)Nc3ccc(S(=O)(=O)N4CCOCC4)cc3)CC2=O)cc1 (stereo not drawn)	-1.4	-1.2	-6.2	5.3	-4.0	8.7	-0.9	-8.6	-5.9
Cc1nnc(N(Cc2ccco2)C(=O)c2ccc(C#N)cc2)s1	4.5	-0.3	-1.7	4.1	-3.1	-0.8	1.1	5.8	1.9
CCC1CCC(C(=O)NC(C(=O)NCCc2ccc(S(N)(=O)=O)cc2)C(C)C)CC1 (stereo not drawn)	-5.9	4.6	4.8	-3.0	-2.6	4.0	-3.3	-2.1	4.4
CC(C)(c1cc(Br)c(O)c(Br)c1)c1cc(Br)c(O)c(Br)c1	17.0	6.9	21.1	x	x	7.0	1.2	-1.4	14.4
Cc1cc2cc(C(c3nnnn3Cc3ccccc3)N3CCc4ccccc43)c(=O)[nH]c2cc1C (stereo not drawn)	-7.4	3.6	2.5	19.4	-1.3	3.7	-12.9	-22.5	3.2
Cc1cc(S(=O)(=O)N(Cc2ccccn2)Cc2ccco2)ccc1-n1cnnn1	-3.8	4.4	8.5	11.4	-1.6	-2.2	1.5	-2.5	1.4
CC1CCCCN1C(=S)Nc1ccc(OC(F)F)cc1 (stereo not drawn)	-1.4	0.8	-0.3	-5.3	-2.3	-2.0	0.9	-2.7	-4.8
CC(C)(C)n1nc2c(c1NC(=O)COc1ccc(Cl)cc1)CSC2	-8.4	-5.1	-20.8	-2.5	-6.5	-18.0	-4.9	-1.2	1.9
CC/C(=N\NC(N)=O)c1ccc(OC)c(OC)c1	-2.3	x	x	-4.3	2.4	x	2.5	0.3	4.1
COc1ccc(CCNC(=O)c2ccccc2NC(=O)C2=C(C)OCCS2)c(OC)c1	-0.1	-0.1	4.9	0.6	2.0	3.8	-5.9	-8.9	7.4
Cc1cccc(N2CCN(C(=O)c3ccc4c(c3)NC(=O)C(CSCc3cccc(F)c3)N4)CC2C)c1 (stereo not drawn)	-14.6	-3.9	-11.5	-13.1	-7.0	-6.4	-7.5	-23.8	11.4
COc1ccccc1/C=C/C=N/n1c(-c2cc(C)[nH]n2)n[nH]c1=S	13.3	4.9	0.2	3.0	2.7	8.3	-3.0	-2.2	5.8
CN(NC(=O)Nc1ccc(Cl)cc1)c1ncc(C(F)(F)F)cc1Cl	-8.0	0.6	-1.3	-1.0	-0.2	6.0	-4.0	-0.4	3.6
COc1ccc(CNC(=O)c2ccccc2SCC(=O)NCc2ccco2)cc1	4.5	2.9	4.6	x	x	8.7	2.9	6.7	0.1
Cc1ccc(C2CC(=O)NC(SCC(=O)OCc3ccccc3)=C2C#N)o1 (stereo not drawn)	-0.1	2.7	-3.9	2.8	18.1	-0.6	-2.9	0.2	13.1
N#Cc1ccccc1OCC(=O)N(Cc1nnc(-c2ccccc2Cl)o1)C1CC1	-2.4	2.0	-1.9	-7.1	-1.3	5.8	-1.7	1.7	7.8
COC(=O)CCCCCC(CCC(=O)OC)NC(C)=O (stereo not drawn)	0.2	1.0	9.1	5.4	-1.4	2.9	0.3	1.4	-1.4
CCCCNc1nc(=S)n(-c2ccccc2)c(C)c1C(C)=O	-2.9	-0.6	-2.2	7.8	-1.9	4.3	-1.8	-0.4	1.9
CC(C)CNS(=O)(=O)c1ccc2c(c1)OCCO2	-3.7	2.5	-1.5	-3.6	8.2	4.7	-0.9	1.0	1.1
CCCCn1c(-c2ccsc2)nc2c1c(=O)[nH]c(=O)n2CCC	-0.1	4.5	0.5	5.2	-2.2	14.8	1.1	-3.7	-3.2
CC(C)n1c(C(F)(F)F)nc2cc(C(=O)N3CCOCC3)ccc21	-5.2	7.3	-1.8	1.4	0.7	5.5	2.0	-1.8	-4.8
O=C(CCCC(=O)OCC(Cl)=C(Cl)Cl)Nc1cccc(F)c1	-4.6	3.8	0.5	10.7	5.4	7.1	-1.6	3.1	4.0

# As a working copy, some entries already given:
canonical_smiles	PME-1 inh	PAFAH1B2 FP inh	PAFAH2 inh	GSTO1 inh	Fam108B inh	PAFAH1B3 FP inh	LYPLA1 inh	PAD4 FP inh	pPAFAH FP inh
N#Cc1ccccc1OCC(=O)N(Cc1nnc(-c2ccccc2Cl)o1)C1CC1	-2.4	2.0	-1.9	-7.1	-1.3	5.8	-1.7	1.7	7.8
COC(=O)CCCCCC(CCC(=O)OC)NC(C)=O (stereo not drawn)	0.2	1.0	9.1	5.4	-1.4	2.9	0.3	1.4	-1.4
